Screening data from PubChem.
IMP-1 inhibitor: blocks Pseudomonas aeruginosa IMP-1 metallo-beta-lactamase. purified IMP-1, nitrocefin hydrolysis, epi-absorbance fluorescence. inhibition, % at 5.6 µM. 0.45% of 290,000 active;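 active = inhibition above the mean plus 3 SD of all compounds in the same screening run, cut at about 4.5% in these data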;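 also: 0% = IMP-1 with DMSO and 100% = DMSO wells lacking enzyme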
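Assay system: purified IMP-1; Quantity: IMP-1 0.2 nM before substrate addition; Medium: HEPES buffer pH 7.1 with ZnSO4 and Brij 35; Incubation: 15 min enzyme–compound preincubation, then 25 min nitrocefin reaction, 25 °C; Signal: fluorescence quenching readout, ex 480/em 530 nm; Controls: DMSO with and without IMP-1; Repeats: singlicate testing.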
FID counter: fluorescent intercalator displacement, NS3 helicase counter-screen | 0.17% of 290,000 active | DNA fluorescent intercalator displacement, fluorescence | inhibition, % at 7.9 µM; in the data active = inhibition above about 37%;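 also: 0% = vehicle and 100% = reference compound; higher means more ethidium bromide displaced from hairpin DNA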
MEKK3 PB1 HTS: MEKK3-MEK5 PB1 interaction, increase or decrease; Q99759; bead-based flow cytometry, Alexa488-MEK5 binding to MEKK3; actives lie on both sides; 0 = blocked by unlabeled MEK5, 100 = vehicle; binding response (% of control), % at 10 µM; 1.4% of 290,000 active; AID 1529;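 active = binding response more than 3 SD above or below the average of its plate-row segment, actives on both sides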;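 also: Alexa488 bead fluorescence after subtracting the streptavidin-only scavenger bead signal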
Target sequence (Q99759 whole entry, looked up): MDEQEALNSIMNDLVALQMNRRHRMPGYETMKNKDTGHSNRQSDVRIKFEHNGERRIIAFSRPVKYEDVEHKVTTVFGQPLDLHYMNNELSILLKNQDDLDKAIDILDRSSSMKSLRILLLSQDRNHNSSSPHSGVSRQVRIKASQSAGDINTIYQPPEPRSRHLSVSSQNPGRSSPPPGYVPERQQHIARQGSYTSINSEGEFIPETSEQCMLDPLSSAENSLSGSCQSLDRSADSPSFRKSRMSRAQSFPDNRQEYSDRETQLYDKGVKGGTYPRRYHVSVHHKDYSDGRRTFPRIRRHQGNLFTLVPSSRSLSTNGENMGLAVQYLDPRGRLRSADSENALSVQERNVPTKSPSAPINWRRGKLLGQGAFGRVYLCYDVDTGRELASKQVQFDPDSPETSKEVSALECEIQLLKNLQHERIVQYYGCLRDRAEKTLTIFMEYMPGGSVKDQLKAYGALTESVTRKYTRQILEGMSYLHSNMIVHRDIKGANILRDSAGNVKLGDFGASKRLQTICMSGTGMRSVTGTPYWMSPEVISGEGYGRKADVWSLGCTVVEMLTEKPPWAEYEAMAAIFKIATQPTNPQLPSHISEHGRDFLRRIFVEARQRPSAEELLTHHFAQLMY
HCV NS3 hel inh: inhibitors of Hepatitis C virus NS3 helicase; NS3 helicase DNA unwinding, Cy5 molecular beacon fluorescence; inhibition, % at 10.9 µM; 0.56% of 290,000 active; AID 1800;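 active = inhibition above the mean of all tested compounds plus 3 SD, set per campaign, cut at about 35% in these data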;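 also: 0% = DMSO wells and 100% = thioflavine S control wells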
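Assay system: hepatitis C virus NS3 helicase domain fragment enzyme. Also added: annealed dual-labelled DNA beacon duplex, ATP-started. Timing: 1 h reaction at 25 °C, ATP-initiated. Technique: Cy5 fluorescence at 0 and 60 min, beacon hairpin quenching. Evaluation: % inhibition of unwinding. Replication: one well per compound.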
PHOSPHO1 block: PHOSPHO1 (human) inhibition. recombinant PHOSPHO1, absorbance phosphatase assay. inhibition, % at 13.3 µM. 1.1% of 290,000 active; in the data active = inhibition above about 60%
Target sequence (Q8TCT1 whole entry, looked up): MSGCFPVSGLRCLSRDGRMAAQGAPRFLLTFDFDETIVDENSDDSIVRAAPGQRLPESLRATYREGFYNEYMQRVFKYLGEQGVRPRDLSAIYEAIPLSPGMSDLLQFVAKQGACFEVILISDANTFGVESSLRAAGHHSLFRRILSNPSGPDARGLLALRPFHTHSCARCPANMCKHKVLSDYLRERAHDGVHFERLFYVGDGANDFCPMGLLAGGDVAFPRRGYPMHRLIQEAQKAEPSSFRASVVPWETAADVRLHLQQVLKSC
VIM-2 inhibitor: blocks Pseudomonas aeruginosa VIM-2 metallo-beta-lactamase. purified VIM-2, nitrocefin hydrolysis, epi-absorbance fluorescence. inhibition, % at 5.6 µM. 0.89% of 290,000 active;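 active = inhibition above the mean of all tested compounds plus 3 SD, cutoff set per screening run, cut at about 7.5% in these data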;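 also: red hydrolysis product quenches plate fluorescence so inhibitors raise well fluorescence; 0% = enzyme with DMSO and 100% = DMSO without enzyme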
p-CIP stab down: lowers stability of the mouse p/CIP coactivator protein. Q05BA5. F442A p/CIP-EGFP cells, EGFP fluorescence, 16 h. decrease of EGFP signal, % at 10 µM. 0.01% of 290,000 active. AID 1984;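 active = EGFP signal decrease of at least 30% at 10 µM or well 3 SD below plate mean, unless failing retest; inactive = the rest, including hits failing retest or dose response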; also: some compounds called inactive have numbers as strong as hits; many of its hits are not listed in these tables
IDE cell activ: activators of human insulin-degrading enzyme in cells; activation, % at 5.96 µM; AID 493087; 0.073% of 340,000 active; HEK cells, FAbeta-B cleavage, fluorescence polarization; 0% vehicle, 100% cell-free pure enzyme wells; P14735;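 active = activation above the mean of all tested compounds plus 3 SD, set per screening campaign, cut at about 17% in these data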
SUMO HTRF inh: inhibitors of human SUMOylation (UBC9). HTRF SUMOylation assay, SAE1/SAE2 + UBC9, in vitro. 0.36% of 290,000 active. AID 2006. inhibition, % at 35 µM; in the data active = inhibition above about 50%, passing the limit was not always enough; also: strong numbers were not always called active
Target sequence (P63279 whole entry, looked up): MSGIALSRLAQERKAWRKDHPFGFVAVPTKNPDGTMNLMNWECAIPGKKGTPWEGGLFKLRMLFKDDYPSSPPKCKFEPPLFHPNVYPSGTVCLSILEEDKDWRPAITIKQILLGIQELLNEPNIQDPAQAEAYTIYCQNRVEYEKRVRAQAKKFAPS
The depositor's hits bear a star; / = no result given. The list is partial; the hit share may differ from the screen's.

Molecule	IMP-1 inhibitor	FID counter	MEKK3 PB1 HTS	HCV NS3 hel inh	PHOSPHO1 block	VIM-2 inhibitor	p-CIP stab down	IDE cell activ	SUMO HTRF inh
O=C(NC1CCCCCCC1)C1CCCN(S(=O)(=O)c2cnc[nH]2)C1 (configuration not stated)	-2.4	-6	102	-5	-11	-1.6	-10	1	4
CCN1CCN(c2ncnc3c2sc(=S)n3-c2ccccc2)CC1	-2.5	-8	94	20	-17	-3.5	-4	-4	19
COc1cccc(-c2ccc(NC(=O)C3CCCN(Cc4cnc(C)s4)C3)cc2)c1 (configuration not stated)	-4.6	0	103	-45	6	-1.1	-10	-2	-15
O=C(NCCN1C(=O)CCC1=O)c1ccncc1	2.5	-3	95	9	3	-2.2	0	-4	5
COc1ccc(C(=O)NCC(=O)N2CCCCC2)cc1OC	-3.3	-7	99	14	-5	-4.4	-9	6	4
COC(=O)C(NC(=O)c1ccc(Cl)cc1)(Nc1nc(C)cs1)C(F)(F)F (configuration not stated)	-0.2	-2	95	2	-24	-2.0	2	4	-18
O=C1CN(O)C=C2N=c3ccccc3=C2N1c1ccc([N+](=O)[O-])cc1	-2.7	12	86	0	40	-3.5	1	5	15
CCOC(=O)CSc1nnc(-c2ccoc2C)n1-c1ccc(C)cc1	-2.7	-28	127	-3	25	2.1	-1	3	-2
COc1ccc2oc(C(=O)NC(C)(C)C)c(C)c2c1	1.2	-10	74	10	12	2.8	3	-1	1
Cn1nnnc1SCC(=O)NC(=O)Cc1ccccc1	-0.3	10	107	-6	-2	2.6	-4	4	18
CC(=O)Nc1ccc(S(=O)(=O)Nc2nc3ccccc3nc2Nc2ccc(S(N)(=O)=O)cc2)cc1	-2.9	-12	103	6	3	-1.6	11	4	-6
O=c1[nH]c(C(F)(F)F)nc2ccc3ccccc3c12	-2.2	0	102	4	39	-2.9	1	3	10
Cc1cc(C)c(S(=O)(=O)N/N=C/c2ccc([N+](=O)[O-])o2)c(C)c1	1.3	5	96	26	-9	3.5	0	-1	-9
COc1ccc(NS(=O)(=O)c2c(C)[nH]c(=O)[nH]c2=O)c(OC)c1	-3.5	9	95	0	23	-2.9	-3	5	-8
Cc1ccc(NC=C(S(=O)(=O)c2ccccc2)S(=O)(=O)c2ccccc2)c(C)c1	-1.7	-3	97	-2	-4	-0.1	1	13	-8
COc1ccc2nc(Cl)c(C3CC(c4ccco4)=NN3C(=O)CCCC(=O)O)cc2c1 (configuration not stated)	-1.2	-36	97	23	12	-0.1	1	5	0
CCc1ccc(OCC(=O)NCCOc2ccccc2)cc1	0.7	-26	102	-3	3	-0.1	-2	9	13
Cn1c2ccccc2c2nnc(SCc3ccc4nonc4c3)nc21	-3.1	9	97	-16	9	-1.6	0	-1	36
COc1ccc(-c2nn(-c3ccccc3)cc2C(=O)N(C)C)cc1	-3.0	-26	107	-1	42	-5.1	0	2	2
Cc1cc(C)c(NS(=O)(=O)c2ccc(Cl)c(C(=O)O)c2)c(C)c1	0.4	-14	84	17	2	-0.6	-4	4	7
COc1ccccc1C1=NOC(C(=O)N2CCN(C(=O)c3ccco3)CC2)C1 (configuration not stated)	0.5	-15	99	-2	12	-1.9	-4	3	5
N#Cc1c(N)nc(SCC(=O)NC2CCCCC2)c(C#N)c1-c1ccc(Cl)cc1	-3.4	-1	103	3	0	-4.4	-12	6	34
Cc1ccc(NC(=O)Cn2c(O)c(N=NC(N)=S)c3ccccc32)cc1	-2.6	-6	109	26	50	-4.0	-13	3	26
Cc1onc(-c2ccccc2)c1-c1nc2cc(Cl)ccc2c(=O)o1	-1.3	-23	100	18	-6	-2.9	0	/	-7
CC(C)C(=O)Nc1cccc(NC(=S)NC(=O)c2ccc3c(c2)OCO3)c1	-1.5	-13	97	4	10	-1.0	-15	-2	10
O=C(CCCc1nc(-c2ccccc2Cl)no1)N1CCOCC1	-1.1	-2	84	-14	30	-0.1	-6	-3	12
Cc1ccc(C(=O)NC(=S)NCCN2CCOCC2)cc1	-4.9	-4	98	16	-3	-2.6	-4	3	-5
O=C(O)/C=C/C(=O)N1CCN(S(=O)(=O)c2cc(C(F)(F)F)ccc2Cl)CC1	-4.5	13	98	-5	-28	-1.6	7	4	3
COc1ccc(C(=O)O)cc1S(=O)(=O)NCCN(C)C	-2.6	1	99	-4	29	-4.0	7	6	8
O=C1CCN(C(=S)NCc2ccccc2)CC1	-0.5	-3	98	-1	24	-0.3	19	3	2
CCN(CC)CCNC(=O)CNC(=O)c1nn(-c2ccc(OC)cc2)c(=O)c2ccccc12	1.1	15	101	19	14	2.8	5	1	-5
COc1ccccc1NC(=S)NNC(=O)c1c(Cl)c(C)nn1C	-3.5	-10	104	8	-25	-4.2	-5	3	1
COC(=O)c1ccc(C(=O)OC)c(NC(=O)CN(C)Cc2ccc(Cl)c(Cl)c2)c1	-3.9	-5	106	2	-6	-2.8	4	8	-14
CN(C)S(=O)(=O)c1cccc(-c2cn3cc(Cl)ccc3n2)c1	-5.2	-14	74	5	17	-1.7	6	3	9
COc1ccc(C(C(=O)NCCC(C)C)N(CCO)C(=O)c2snc(C(N)=O)c2N)cc1 (configuration not stated)	-4.1	-16	108	22	36	-2.4	6	-1	7
OC1(c2cccc(C(F)(F)F)c2)CCNCC1	-0.9	1	97	2	13	-3.0	-12	2	7
Clc1ccccc1-c1nnc2sc(CCc3ccccc3)nn12	-2.4	-21	103	-10	63*	-0.7	-3	1	-8
CCOC(=O)N1CCN(CC(c2ccccc2)c2ccccc2)CC1	-3.0	-21	105	-10	3	-1.7	-6	-1	4
Fc1ccccc1C1c2[nH]c3ccccc3c2CCN1CCCn1cccn1 (configuration not stated)	-2.5	-8	108	-3	14	-1.8	-6	-2	4
O=C(Cn1ncc(N2CCCC2)c(Cl)c1=O)c1ccc(Cl)cc1	-1.6	-5	103	-3	47	-2.4	1	1	4

Pulled by structure from above:
Molecule	IMP-1 inhibitor	FID counter	MEKK3 PB1 HTS	HCV NS3 hel inh	PHOSPHO1 block	VIM-2 inhibitor	p-CIP stab down	IDE cell activ	SUMO HTRF inh
CCN(CC)CCNC(=O)CNC(=O)c1nn(-c2ccc(OC)cc2)c(=O)c2ccccc12	1.1	15	101	19	14	2.8	5	1	-5
CCOC(=O)N1CCN(CC(c2ccccc2)c2ccccc2)CC1	-3.0	-21	105	-10	3	-1.7	-6	-1	4

(next part)
Molecule	IMP-1 inhibitor	FID counter	MEKK3 PB1 HTS	HCV NS3 hel inh	PHOSPHO1 block	VIM-2 inhibitor	p-CIP stab down	IDE cell activ	SUMO HTRF inh
COc1ccc(-c2cc(-c3ccccc3)nc3ncnn23)cc1	-1.3	-3	99	-2	53	-0.1	-3	4	41
COc1cccc(C(=O)Nc2nnc(Cc3ccc(OC)c(OC)c3)s2)c1	-0.3	-5	81	-4	38	0.7	-8	-4	9
Cc1ccc(S(=O)(=O)N2CCC(C(=O)N/N=C/c3ccncc3)CC2)cc1	-3.1	-17	87	-1	28	-0.3	-1	3	16
Cc1ccc(NC(=S)Nc2cccc(-c3n[nH]c(=S)o3)c2)cc1	-6.0	-5	109	39*	-85	-3.9	-1	0	-6
Cc1ccc(S(=O)(=O)NCC(=O)NCC(=O)N2CCN(c3ncccn3)CC2)cc1C	-2.9	-24	104	6	33	-3.9	-4	3	-6
O=C(COC(=O)c1nc(Cl)ccc1Cl)NCc1ccccc1	-2.4	-4	97	-2	38	-3.9	-4	4	20
O=C(Oc1ccc(OC(=O)c2ccco2)c(S(=O)(=O)c2ccc(Cl)cc2)c1)c1ccco1	-2.2	-5	97	-2	8	-0.6	11	4	-17
COc1ccc(C(=O)OCN2C(=O)c3ccccc3C2=O)cc1	-0.9	0	91	2	42	0.3	10	0	15
NC(=O)CC(NC(=O)Cc1cccc2ccccc12)c1ccc(NCCCN2CCCC2=O)c([N+](=O)[O-])c1 (configuration not stated)	-0.8	-26	98	-1	4	0.5	10	5	-9
CC(=O)Nc1ccc(S(=O)(=O)N2CCN(S(=O)(=O)N3CCOCC3)CC2)cc1	1.0	0	102	1	2	1.7	-12	-1	-5
CCOC(=O)c1c(N2C(=O)CC(Sc3ccccc3C(=O)O)C2=O)sc2c1CCCC2 (configuration not stated)	0.0	-29	97	28	-3	-0.5	6	3	11
O=C(O)c1ccc(NC(=O)c2cccc(NC(=O)c3cccs3)c2)cc1	-2.7	-12	100	0	43	-3.7	12	3	5
COc1ccccc1N(CC(=O)NC(C)C)S(=O)(=O)c1cccs1	-1.4	-10	100	23	-4	-0.6	-10	-3	18
CC(Sc1nc(N2CCCCC2)c2c(c1C#N)CCCC2)C(=O)O (configuration not stated)	-1.3	-19	92	19	15	-1.8	-8	5	24
Cc1sc2ncn(CC(=O)N3CCN(c4ccc(F)cc4)CC3)c(=O)c2c1S(=O)(=O)N1CCOCC1	-3.3	-19	101	6	18	-0.5	10	-1	-13
Cc1ccccc1C(=O)NCc1ccncc1	-3.3	-1	108	-1	11	1.1	-8	0	0
Cc1cc(NC(=O)c2ccc3nc(C)sc3c2)no1	-2.5	-4	100	-3	-51	-4.2	-7	2	8
COc1ccc(CN(CCN(C)C)Cc2ccccc2)c(OC)c1	-4.6	28	97	-15	34	-2.4	-15	-2	8
COc1ccccc1C(=O)N/C(=C\c1ccc(Br)cc1)C(=O)NCCC(=O)O	-3.2	-21	98	-9	28	-3.1	-14	5	18
CC(=O)NS(=O)(=O)c1ccc(NC(=S)NC(=O)C(C)C)cc1	-2.5	2	81	-4	13	-4.1	6	-3	20
O=C(COc1ccc(S(=O)(=O)Nc2ccccc2)cc1)NCc1cccnc1	-2.9	-10	100	-6	-16	-3.9	-4	0	-6
Cc1ccc(CCN2CC(C(=O)NCCN3CCOCC3)CC2=O)cc1 (configuration not stated)	-2.8	4	104	2	2	0.1	8	/	-21
CC(C)=CCCC1=CCC2C(=O)NNC(=O)C2C1 (configuration not stated)	1.9	-1	90	-1	-7	-0.8	-6	8	-4
COc1ccc2[nH]cc(C(=O)CN3CCCC(C)(C)C3)c2c1	-1.1	-1	104	-4	28	0.3	-3	-1	8
CC(NC(=O)CN1C(=O)NC(C)(c2cccc3ccccc23)C1=O)c1ccccc1 (configuration not stated)	-4.4	-25	100	-4	28	-1.5	4	0	-10
CC1(C)C(=O)C2(CCCCC2)C(=O)OC1c1cccs1 (configuration not stated)	-0.4	-4	106	-3	6	0.1	-17	-2	24
CC1(C)CC(=O)C2=C(C1)N(c1ccc(F)cc1)C(=O)CC2c1ccsc1 (configuration not stated)	-3.2	-24	102	0	-9	-5.5	4	1	4
COc1ccc(NC(=O)CN2CCCC2)cc1	-1.4	-4	101	20	-8	-2.1	2	1	-12
CN(CCOC(=O)C1c2ccccc2Oc2ccccc21)C(C)(C)C	-1.7	2	101	5	24	-2.9	-19	5	18
